Compound activity from PubChem BioAssay.
HttQ103 aggreg – inhibitors of mutant huntingtin aggregate formation in PC12 cells; hit rate 1.1% among 220,000; PC12 HttQ103-GFP aggregates, Acumen cytometry, 40 h; Potency, µM (doses to about 46.1 µM), for the others: top-dose activity change, negative = inhibition, hits mostly inhibitors; AID 1688; further: on the % scale 0 is the no-effect control and ±100 the full control effect; nearly all actives have a fitted effect of over 60% in size
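Huntingtin Q103 exon 1–GFP aggregates in induced PC12 cells (100 nM tebufenozide) were quantified by cytometry from lysates, with compounds dosed in titration.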
GAA glycogen mod – inhibitors or activators of human alpha-glucosidase glycogen cleavage. P10253. recombinant GAA, glycogen substrate, Amplex Red glucose oxidase fluorescence. hit rate 0.38% among 300,000. AID 2100. Potency, µM (series often up to 76.4 µM), without a hit: at the top dose activity change, negative = inhibition, usual class: inhibitors;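 further: 0% = full enzyme reaction and -100% = no-enzyme basal signal; the screen sought inhibitors and activators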
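Natural-substrate format: glycogen cleavage by 4 nM human enzyme, glucose read by Amplex Red coupling (Ex 573, Em 610 nm). Normalized to enzyme and no-enzyme controls.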
IMPase Li inh – IMPase inhibition in cells with lithium potentiation; CHO-M1 cells, IP1 TR-FRET (IP-One), carbachol + lithium; Potency, µM (doses to about 59.4 µM), inactives show at the highest dose activity, negative = IMPase inhibition, most hits filed as inhibitors; hit rate 0.35% among 210,000;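 further: IP1 builds up when IMPase is blocked and the TR-FRET signal falls; plate controls were basal vehicle for no effect and high inhibitor control for full effect; nearly all actives have a fitted effect of over 50% in size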
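Steps: plate 2000 CHO-M1 cells per well and culture 16–30 h; add compound and lithium; incubate 30 min, 37C; add d2-IP1 tracer and Eu cryptate anti-IP1 antibody in lysis buffer; read after 10 min at room temperature.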
RGS12 GoLoco inh – inhibitors of human Gai1-RGS12 GoLoco interaction (red fluorophore) | AID 880 | Potency, µM (highest dose often 61.6 µM), for the others: top-dose activity, negative = inhibition, hits mostly inhibitors | hit rate 0.44% among 230,000 | P63096 | Gai1:RGS12 GoLoco peptide FP, rhodamine, 10 min; active means well fitted inhibition curve with a large enough effect, not every such curve was filed as active; inactive means no such curve, though single readings can be large or run the other way; further: on the % scale 0 is the no-effect control and ±100 the full control effect; nearly all actives have a fitted effect of over 30% in size; many of its hits are not listed in these tables
Target sequence (P63096 whole entry, looked up): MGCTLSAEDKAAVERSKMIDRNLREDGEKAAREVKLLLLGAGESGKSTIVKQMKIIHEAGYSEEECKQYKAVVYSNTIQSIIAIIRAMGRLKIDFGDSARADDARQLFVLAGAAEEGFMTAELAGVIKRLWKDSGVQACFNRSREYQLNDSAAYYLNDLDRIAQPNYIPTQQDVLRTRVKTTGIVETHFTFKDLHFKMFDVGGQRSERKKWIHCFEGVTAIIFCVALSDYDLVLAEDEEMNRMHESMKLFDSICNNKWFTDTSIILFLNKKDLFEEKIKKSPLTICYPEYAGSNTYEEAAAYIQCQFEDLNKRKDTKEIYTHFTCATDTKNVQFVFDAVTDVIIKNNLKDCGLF
HTT cytoprotect – Huntington cell model cytoprotection by ATP luminescence | PC12 HTT-Q103 induced, cytoprotection, ATP luminescence, 40 h | hit rate 0.14% among 230,000 | Potency, µM (titrated, usually from 56.4 µM), for the others: cytoprotection (ATP increase), usual class: activators;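 further: % of control where 0% means no effect; nearly all actives have a fitted effect of over 45% in size; toxic huntingtin expression switched on by the ecdysone agonist tebufenozide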
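Rat PC12, Q103 Htt exon1-GFP fusion, ecdysone promoter; tebufenozide inducer 100 nM final; compound titration; qHTS, 1500 cells/well; ATPlite luminescent read.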
GAA inhib – inhibitors of human lysosomal alpha-glucosidase; P10253; purified human GAA, 4-MU-alpha-glucoside fluorescence; hit rate 0.005% among 200,000; Potency, µM (highest dose often 76.9 µM), inactives show top-dose activity change, negative = inhibition, most hits filed as inhibitors;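 further: plate controls were uninhibited enzyme wells for no effect and no-enzyme background for full effect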
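Activity normalized between no-enzyme (basal) and enzyme-only wells. Conditions: 4 nM human enzyme, 400 uM fluorogenic substrate, citrate/phosphate pH 5.0 with Tween-20, 20 min room temperature, compounds up to 77 uM.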
aGlu spleen mod – lysosomal alpha-glucosidase (human) modulation; human spleen homogenate, 4-MU-alpha-glucoside fluorescence; Potency, µM (series often up to 79.9 µM), without a hit: top-dose activity change, negative = inhibition, hits mostly inhibitors; hit rate 0.006% among 240,000;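 further: 0% = enzyme with vehicle and -100% = no enzyme basal signal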
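Human spleen homogenate (1 ug) with 4-methylumbelliferyl-alpha-D-glucopyranoside (1 mM final) in 50 mM citrate/phosphate pH 5.0, 0.01% Tween-20; 40 min at 37 C. Stopped at pH 10; 4-MU fluorescence Ex 365/Em 440 nm; AC50 by Hill fit.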
Starred values were filed as active, the others as inactive; ? = inconclusive; . = not tested or not shown; [ ] = remark or other dose. Unless noted, the call rests on the fitted dose curve; in most records, active means well fitted curve in the direction sought with a large enough effect; inconclusive means small, poorly fitted or top-dose-only effect, or another doubt; inactive means no such curve, though single readings can be large; an effect the other way counts as inactive or inconclusive. Potency means the concentration at half of the fitted maximal effect. Only part of the results is shown, so the mix of outcomes need not match the whole.

Below each SMILES: IMPase Li inh | GAA glycogen mod | GAA inhib | aGlu spleen mod | HTT cytoprotect | HttQ103 aggreg | RGS12 GoLoco inh
COc1cc(C(=O)NCc2ccc(C)cc2)ccc1OC(F)F
  3.1% | -6.8% | -6.5% | -3.3% | -11.4%[10 µM] | 5.6% | 6.7%
CO/N=C(\N)c1ccc([N+](=O)[O-])cc1
  -7.8% | 7.5% | -2.3% | 5.2% | . | -5.8% | -6.7%
COc1ccc(C2NC(=O)N(C)C3=C2C(=O)CC(C)(C)C3)cc1OC (centres undefined)
  4.3% | 11.7% | -0.5% | -2.8% | 7.2%[10 µM] | 6.4% | -2.2%
Cc1cc(C)n(CC(C)NCc2c(C(=O)N3CCOCC3)nc3c(C)cccn23)n1 (centres undefined)
  . | 8.7% | . | 1.7% | -7.2%[10 µM] | -23.5%[9.22 µM] | -1.6%
COc1cccc(/C=N/NC(=S)Nc2cccc(S(=O)(=O)N(C)C)c2)c1
  . | -14.1% | . | 7.4% | -21.0%[10 µM] | 0.9%[9.22 µM] | -34.1%
Cc1cc(Cl)ccc1OCC(=O)N(Cc1ccco1)C1CCS(=O)(=O)C1 (centres undefined)
  . | -0.6% | . | -4.9% | 0.7%[10 µM] | 10.3%[9.22 µM] | 4.8%
O=C(N1CCN(c2ccccc2)CC1)C(F)(F)C(F)(F)F
  -13.2%[38.3 µM] | 9.6% | -7.1% | 1.9% | 9.7%[10 µM] | 13.0% | -3.9%
COc1ccc(C2CC(c3ccccc3)=NN2C(=O)COC(=O)CNC(=O)c2ccccc2)cc1 (centres undefined)
  1.8% | 4.9% | -17.3% | 0.4% | 22.4%[10 µM] | 12.1% | -7.0%
Cc1nc2cc3nc(C(F)(F)F)[nH]c3cc2[nH]1
  -1.4% | -9.8% | -2.2% | -8.3% | . | -10.2% | -9.1%
C=CCc1cccc(/C=N/n2c(C)nnc2C)c1O
  -6.0%[38.3 µM] | -0.5% | -0.4% | -10.0% | 8.9% | 14.4% | 7.9%
COc1ccc(-n2c(SCC(N)=O)nnc2-c2ccccc2F)cc1
  3.1% | 2.0% | -4.9% | -4.4% | 10.9%[10 µM] | 9.2% | -3.6%
O=C(COc1ccc(C(=O)Nc2ccc(Cl)cc2)cc1)NCc1ccccc1
  -0.7% | 1.2% | 3.5% | 1.5% | 3.8%[10 µM] | 5.9% | -1.2%
O=C1CCC(=O)N1c1nc2n(n1)C(c1ccccc1)C=C(c1ccc(Br)cc1)N2 (centres undefined)
  11.2µM* | -1.7% | -0.3% | -4.4% | -13.1% | -16.6% | -17.2%
CN(C)S(=O)(=O)c1ccc(C(=O)OCC(=O)Nc2sc3c(c2C#N)CCCCC3)cc1
  -0.3% | 2.0% | -13.1% | 5.0% | -1.5%[10 µM] | -0.4% | 6.0%
CC(C)NS(=O)(=O)c1ccc(OCC(N)=O)c(Cl)c1
  37.9%[38.3 µM] | 3.6% | -4.2% | -8.3% | 9.5% | -0.6% | -6.1%
CC#CCCc1nc2ccccc2c(=O)n1N
  -0.5% | 2.7% | 0.8% | 2.7% | 13.4%[10 µM] | 4.5% | -0.3%
Cn1nnnc1SCC(=O)Nc1nn(-c2ccccc2)nc1C(N)=O
  -0.2% | 9.2% | -2.2% | -2.4% | -19.4% | 5.5% | -6.6%
N#Cc1nc(-c2cccc(Cl)c2)oc1NCc1cccnc1
  -4.9%[38.3 µM] | -13.5% | -2.4% | -16.0% | -33.4% | -20.8% | -0.7%
CNC(=O)COC(=O)/C=C/c1cn(-c2ccccc2)nc1-c1ccc(C)o1
  . | 2.0% | -4.8%[15.4 µM] | 8.7% | -2.8%[10 µM] | -6.3%[9.22 µM] | -1.4%
COC(=O)Cc1csc(NC(=O)CSc2nnc3ccccn23)n1
  2.8% | -1.2% | -1.7% | -0.1% | -15.0% | 17.2% | -1.5%

Rewritten field by field: part of the list above
> Cc1cc(Cl)ccc1OCC(=O)N(Cc1ccco1)C1CCS(=O)(=O)C1 (centres undefined)
  IMPase Li inh = . | GAA glycogen mod = -0.6% | GAA inhib = . | aGlu spleen mod = -4.9% | HTT cytoprotect = 0.7%[10 µM] | HttQ103 aggreg = 10.3%[9.22 µM] | RGS12 GoLoco inh = 4.8%
> O=C(N1CCN(c2ccccc2)CC1)C(F)(F)C(F)(F)F
  IMPase Li inh = -13.2%[38.3 µM] | GAA glycogen mod = 9.6% | GAA inhib = -7.1% | aGlu spleen mod = 1.9% | HTT cytoprotect = 9.7%[10 µM] | HttQ103 aggreg = 13.0% | RGS12 GoLoco inh = -3.9%
> COc1ccc(C2CC(c3ccccc3)=NN2C(=O)COC(=O)CNC(=O)c2ccccc2)cc1 (centres undefined)
  IMPase Li inh = 1.8% | GAA glycogen mod = 4.9% | GAA inhib = -17.3% | aGlu spleen mod = 0.4% | HTT cytoprotect = 22.4%[10 µM] | HttQ103 aggreg = 12.1% | RGS12 GoLoco inh = -7.0%
> Cc1nc2cc3nc(C(F)(F)F)[nH]c3cc2[nH]1
  IMPase Li inh = -1.4% | GAA glycogen mod = -9.8% | GAA inhib = -2.2% | aGlu spleen mod = -8.3% | HTT cytoprotect = . | HttQ103 aggreg = -10.2% | RGS12 GoLoco inh = -9.1%

The list continues:
Below each SMILES: IMPase Li inh | GAA glycogen mod | GAA inhib | aGlu spleen mod | HTT cytoprotect | HttQ103 aggreg | RGS12 GoLoco inh
COc1ccccc1C(=O)N1CCN(c2nc3cc(C)c(C)cc3cc2C#N)CC1
  23.8% | -2.1% | ? | 7.7% | -10.3%[10 µM] | ? | 3.1%
CCOC(=O)Cn1nc(C)c(NC(=O)c2cccc([N+](=O)[O-])c2)c1C
  -7.7% | 2.3% | -5.2% | . | -36.8%[inhibitor] | -1.2% | -0.6%
COC(=O)c1ccc(C2/C(=C(/O)c3ccc(OC(C)C)cc3)C(=O)C(=O)N2c2cc(C)on2)cc1 (centres undefined)
  10µM* | 6.4% | -5.4% | -9.2% | -10.7%[0.074 µM] | 29.6% | 3.2%
CCN1C=C(C(=O)OC)C(c2cccc(OC)c2OC)C(C(=O)OC)=C1
  13.9% | -2.9% | ? | . | -14.7% | 2.2% | 12.4%
COc1ccc(-c2c(C)nn3c(N4CCC5(CC4)OCCO5)cc(C)nc23)cc1OC
  -0.9% | 4.4% | -7.4% | 1.6% | 7.0%[10 µM] | 14.4% | 9.9%
COc1ccccc1NC(=O)Cn1cnc2c1c(=O)n(C)c(=O)n2C
  12.1%[38.3 µM] | 3.9% | -1.6% | -5.3% | 1.3% | 19.9% | 5.6%
O=c1cc(-c2ccccc2)oc2ccc(O)cc12
  . | -7.4% | . | -18.3% | -27.1%[10 µM] | -11.6%[9.22 µM] | 2.2%
Cc1cc(NC(=O)CCC(=O)N(CC(=O)NC2CCCC2)Cc2ccccc2Cl)no1
  -15.9%[38.3 µM] | 15.4% | -8.1% | -3.2% | -16.0%[10 µM] | 9.8% | -2.8%
CCCc1cc(C(=O)O)c2ccccc2n1
  7.4%[38.3 µM] | 2.4% | 2.4% | -0.1% | -7.2%[10 µM] | 6.9% | 2.0%
CCOC(=O)N1CCC(NC(=O)c2ccc3snnc3c2)CC1
  7.8%[38.3 µM] | 1.7% | 1.9% | -9.1% | -4.8% | -4.1% | 3.2%
Cc1ccc(C)c(NC(=S)N/N=C/C(C)c2ccccc2)c1 (centres undefined)
  11.6% | 11.3% | -2.8% | 7.1% | -25.5% | 2.6% | 8.7%
CCCn1c(SCc2ccc(Cl)cc2)nc2c1c(=O)[nH]c(=O)n2C
  -3.4%[38.3 µM] | 1.7% | 1.5% | -4.3% | -24.0%[10 µM] | -16.6% | 2.0%
CCOC(=O)CC(NC(=O)c1cccc2c1C(=O)N(Cc1cccnc1)C2)c1ccc(OCC)c(OC)c1 (centres undefined)
  -9.3% | -6.8% | -2.1% | -3.8% | -10.5% | 5.1% | 0.8%
O=C(c1ccc2nccnc2c1)N1CCN(Cc2ccc3c(c2)OCO3)CC1
  12.6%[38.3 µM] | -4.1% | 13.6% | -0.9% | 13.1% | -12.6% | 4.8%
CC(=O)c1cc(-c2ccccc2)n(CC(=O)N2CCN(C3CCCC3)CC2)c1C
  -0.4%[38.3 µM] | 2.2% | -0.4% | -8.8% | -12.7% | ? | 4.3%
Cc1ccc(Cn2c(=O)c3ccccc3n3c(SCC(=O)N4CCCCC4C)nnc23)cc1 (centres undefined)
  6.6%[38.3 µM] | 0.2% | -6.6% | 0.7% | 1.4% | -4.7% | -16.7%
COc1ccc(NC(=O)CSc2[nH]c(=O)cc(C)c2C#N)cc1OC
  22.2%[38.3 µM] | -10.3% | -2.2% | -0.5% | -14.8%[0.074 µM] | 8.5% | 12.1%
O=C(Nc1csc([N+](=O)[O-])c1)Nc1ccccc1Cl
  . | -6.4% | . | -1.9% | 9.1%[10 µM] | 31.0%[9.22 µM] | 2.6%
CCOC(=O)c1ccc(CC(=O)c2ccc(O)c(O)c2O)o1
  7.3% | -20.9% | . | -7.4% | -3.3%[10 µM] | -15.5%[9.22 µM] | -17.8%
Cc1cc(OCC(=O)Nc2ccc3c(c2)OCCO3)cc(C)c1Cl
  15.5%[38.3 µM] | -12.2% | -5.2% | -10.2% | 5.7% | -9.4% | 0.5%
Cc1cc(C(=O)OCC(=O)Nc2cccc(S(=O)(=O)N3CCOCC3)c2)c(C)o1
  26.8%[38.3 µM] | 2.3% | -9.7% | 0.5% | -2.9% | -4.2% | 11.4%
CS(=O)(=O)N1CCC[C@@]2(CCN(C(=O)Nc3cccc(C#N)c3)C2)C1
  -8.2% | . | . | -3.3% | 0.4% | . | 8.8%
O=C(Oc1c(-c2ccccc2)c(=O)n2c3c(cccc13)CC2)c1ccccc1
  . | -15.8% | . | -17.3% | 3.7%[10 µM] | -6.6%[9.22 µM] | -0.4%
Cc1cc2ccccc2cc1CN1CCOCC1
  -5.1%[38.3 µM] | 3.5% | -6.0% | 0.1% | 11.9% | -17.0% | 3.9%
Cc1ccc(S(=O)(=O)N2CCCCC2)cc1NC(=O)c1ccc2ccccc2n1
  2.0% | 3.1% | -0.7% | -7.5% | 3.8%[0.074 µM] | 1.9% | 44.3%[activator]
Cc1nc(-c2ccccn2)sc1C(=O)Nc1ccc(F)cc1
  6.4%[38.3 µM] | -6.5% | -10.4% | -1.2% | -2.9% | 22.3% | 6.2%
Nc1nnc(CSCc2ccc(Cl)cc2Cl)s1
  -0.2% | 3.6% | -4.5% | -7.5% | 0.7%[10 µM] | -10.5% | 11.7%
